# Screening data: PubChem, several laboratories
# AGP1-GFP MLPCN: alters AGP1-GFP fluorescence in TOR pathway yeast screen; S. cerevisiae AGP1-GFP multiplex flow cytometry, 3 h; GFP as percent of DMSO wells; GFP response vs DMSO, % at 10 µM; hit rate 0.02% among 320,000;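 active = GFP response relative to DMSO above a set limit, near screen average plus 3 SD, cut at about 150% in these data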;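 also: median GFP channel fluorescence of the gated AGP1 strain per well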
# Yeast superoxide: yeast age-related superoxide inhibition as caloric restriction mimetic; S. cerevisiae aged cells, superoxide DHE fluorescence; hits give low values; hit rate 0.18% among 330,000; superoxide response (% of plate mean), % at 10 µM;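 active = superoxide response under a set limit, about three screen SD below normal, cut at about 65% in these data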;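 also: yeast aged for seven days with compound at 30 °C before DHE staining; 100% = average MFI of all compound-treated wells on the plate with controls excluded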
# CIT2-GFP yeast: modulators of TOR pathway CIT2-GFP in S. cerevisiae; S. cerevisiae CIT2-GFP strain, flow cytometry, 3 h; 100 means same as DMSO wells; GFP response vs DMSO, % at 10 µM; hit rate 0.065% among 320,000; AID 2029;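 active = GFP response relative to DMSO above a set limit, near the screen mean plus 3 SD, cut at about 150% in these data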;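 also: ratio of well median GFP fluorescence to mean of DMSO wells on the plate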
# MCL1-BIM inh: inhibitors of human MCL1 binding to BIM-BH3 peptide | Q07820 | GST-MCL1 / FITC-Bim-BH3 fluorescence polarization | inhibition, % at 10.9 µM | hit rate 0.68% among 320,000 | AID 2057;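 active = inhibition above the mean inhibition of all tested compounds plus 3 SD, set per campaign, cut at about 40% in these data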;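 also: 0% = DMSO wells and 100% = unlabeled Bim-BH3 peptide control; higher means more loss of mP so more displacement of Bim peptide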
# VLA-4 inh: inhibition in a human VLA-4 binding assay. P13612. VLA-4 expressing cells, ligand binding flow cytometry. inhibition, % (about 7 µM as worked out from the volumes in the protocol). hit rate 0.2% among 330,000. AID 2557; in the data active = inhibition above about 50%
# Target sequence (P13612 whole entry, looked up): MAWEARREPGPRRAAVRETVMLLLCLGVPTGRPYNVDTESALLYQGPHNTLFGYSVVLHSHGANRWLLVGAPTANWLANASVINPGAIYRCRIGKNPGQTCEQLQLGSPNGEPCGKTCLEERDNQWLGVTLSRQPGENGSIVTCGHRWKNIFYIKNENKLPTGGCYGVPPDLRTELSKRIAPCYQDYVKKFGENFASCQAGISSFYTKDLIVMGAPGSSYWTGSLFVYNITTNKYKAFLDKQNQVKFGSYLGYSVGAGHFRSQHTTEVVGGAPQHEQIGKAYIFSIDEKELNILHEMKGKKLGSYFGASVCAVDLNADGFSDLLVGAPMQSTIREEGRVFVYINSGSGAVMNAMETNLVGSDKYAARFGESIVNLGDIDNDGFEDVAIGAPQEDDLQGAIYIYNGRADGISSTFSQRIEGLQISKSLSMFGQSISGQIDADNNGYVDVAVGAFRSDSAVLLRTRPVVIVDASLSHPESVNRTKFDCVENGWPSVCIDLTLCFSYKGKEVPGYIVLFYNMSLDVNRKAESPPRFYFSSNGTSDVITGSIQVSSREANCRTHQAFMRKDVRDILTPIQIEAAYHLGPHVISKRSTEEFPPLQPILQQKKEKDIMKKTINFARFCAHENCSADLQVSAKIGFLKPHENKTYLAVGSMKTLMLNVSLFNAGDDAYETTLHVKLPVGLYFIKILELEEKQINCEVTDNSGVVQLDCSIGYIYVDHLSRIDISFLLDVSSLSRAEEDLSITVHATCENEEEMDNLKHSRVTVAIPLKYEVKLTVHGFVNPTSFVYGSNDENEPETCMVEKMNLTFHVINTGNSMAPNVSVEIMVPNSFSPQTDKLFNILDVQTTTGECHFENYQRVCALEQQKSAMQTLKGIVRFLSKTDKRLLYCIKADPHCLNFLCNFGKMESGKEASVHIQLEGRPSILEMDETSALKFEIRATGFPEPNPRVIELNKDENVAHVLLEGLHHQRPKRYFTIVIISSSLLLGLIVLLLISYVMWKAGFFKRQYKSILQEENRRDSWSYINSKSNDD
# Bcl-xL primary: inhibitors of human Bcl-xL | GST-Bcl-xL / FITC-Bim BH3 peptide fluorescence polarization | Q07817 | inhibition, % at 10.9 µM | hit rate 0.7% among 320,000;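 active = inhibition above the mean of all tested compounds plus 3 SD, cutoff set per campaign, cut at about 30% in these data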;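 also: 0% = DMSO wells and 100% = unlabeled Bim-BH3 peptide competitor; inhibitors lower millipolarization by displacing the labeled peptide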
# GLD-1 RNA inh: GLD-1-TGE RNA interaction inhibition (C. elegans) | Q17339 | purified GLD-1 + fluorescein TGE RNA, fluorescence polarization | inhibition, % at 5.96 µM | hit rate 0.44% among 320,000;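 active = percent inhibition above a per-plate cutoff, the plate mean of test compounds plus 3 SD, cut at about 30% in these data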;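 also: 0% = DMSO wells with GLD-1 and probe and 100% = wells lacking GLD-1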
# GRK2 inh: blocks RNA aptamer binding to human GRK2; P25098; bead flow cytometry, FAM-aptamer displacement from GRK2; inhibition of aptamer binding, % at 10 µM; hit rate 0.59% among 330,000; AID 488847;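 active = inhibition of aptamer binding above 40%, roughly 3 SD of noise, on plates passing a quality check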;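 also: median bead fluorescence of bound FAM aptamer so fluorescent compounds give negative values; no value below 0 was filed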
# MEX-5 binding: C. elegans MEX-5 TCR-2 RNA binding activity; Q9XUB2; MEX-5/FITC-TCR2 RNA binding, fluorescence polarization; hits give low values; activity score (negative = inhibition of binding), % at 10 µM; hit rate 0.38% among 300,000; AID 1832;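 active = inhibition past about -25% in most replicates, and total fluorescence under double the plate's negative control median, limit read from the data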;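 also: 0% = DMSO and -100% = 5 µM competing unlabeled TCR2 RNA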
# An asterisk follows results filed as active; x = no result given. Compounds as they come. Share with any hit: about 2.1%.
# Sample of the layout (4 entries):
# Results follow in this order: AGP1-GFP MLPCN	Yeast superoxide	CIT2-GFP yeast	MCL1-BIM inh	VLA-4 inh	Bcl-xL primary	GLD-1 RNA inh	GRK2 inh	MEX-5 binding
- CN(C(=O)CSc1nnnn1-c1ccc(Cl)cc1)C1CCS(=O)(=O)C1 (centres undefined)
→ 103	112	88	x	-9	x	0	0	x
- Cc1ccc(-c2nc3[nH]c(=O)cc(NC(=O)C(C)C)n3n2)cc1
→ 100	94	94	-6	10	5	4	4	-0.5
- C/C(=N\NC(=O)COc1cc(C)cc(C)c1)c1cccc(NC(=O)C2CCC2)c1
→ 103	96	108	6	-1	3	-2	3	-1.3
- CCOC(=O)c1ccc(Oc2nc(OC)cc(OC)n2)cc1
→ 95	123	96	2	10	3	-2	0	1.3

# Results, from the first entry:
# Results follow in this order: AGP1-GFP MLPCN	Yeast superoxide	CIT2-GFP yeast	MCL1-BIM inh	VLA-4 inh	Bcl-xL primary	GLD-1 RNA inh	GRK2 inh	MEX-5 binding
- CN(C(=O)CSc1nnnn1-c1ccc(Cl)cc1)C1CCS(=O)(=O)C1 (centres undefined)
→ 103	112	88	x	-9	x	0	0	x
- Cc1ccc(-c2nc3[nH]c(=O)cc(NC(=O)C(C)C)n3n2)cc1
→ 100	94	94	-6	10	5	4	4	-0.5
- C/C(=N\NC(=O)COc1cc(C)cc(C)c1)c1cccc(NC(=O)C2CCC2)c1
→ 103	96	108	6	-1	3	-2	3	-1.3
- CCOC(=O)c1ccc(Oc2nc(OC)cc(OC)n2)cc1
→ 95	123	96	2	10	3	-2	0	1.3
- CSc1sc(C(=O)NCC2CC2)cc1S(=O)(=O)C(C)C
→ 94	103	83	-2	6	1	5	3	-2.3
- Cc1ccc(/C=C/C(=O)N2CCc3ccccc3C2)cc1
→ 97	106	94	-2	5	0	2	0	1.3
- CN(C)CCN(Cc1ccccc1)c1ccnc(N(C)C)c1C#N
→ 105	102	96	9	0	5	3	0	1.6
- COc1ccc(C2=NN(S(C)(=O)=O)C(c3cccs3)C2)cc1OC (centres undefined)
→ 104	93	88	-5	-6	-1	-12	0	1.2
- O=S1(=O)NC(=NC2CCCCCC2)c2ccccc21
→ 107	104	110	7	-5	4	-1	0	-2.3
- CN(Cc1ccc(Cl)cc1Cl)C(=O)c1cc(=O)c2ccccc2o1
→ 101	90	102	5	5	5	5	0	1.0
- COc1cc(NC(=O)CSc2nnc3n2C(C)(C)Cc2ccccc2-3)cc(OC)c1
→ 96	65*	98	-7	-3	-3	7	0	3.1
- CCOc1cc(S(=O)(=O)NC2CCCC2)ccc1Cl
→ 101	92	94	-1	3	1	9	1	1.6
- COc1ccc(S(=O)(=O)N(C)C[C@H]2Oc3ccc(NC(=O)NC(C)C)cc3C(=O)N([C@H](C)CO)C[C@@H]2C)cc1
→ 100	99	105	x	-1	x	0	0	x
- c1ccc2c(c1)OCCOCCOCCO2
→ 101	75	107	0	-2	5	3	0	-0.1
- C#CC(CC)(CC)NC(=S)Nc1ccc(S(N)(=O)=O)cc1
→ 97	115	99	7	16	5	-4	3	-0.3
- COc1ccc(NC(=O)CCCC2=NS(=O)(=O)c3ccccc3N2)cc1
→ 102	106	102	2	26	2	3	x	0.0
- O=C(c1ccco1)N(Cc1cccs1)C1CCS(=O)(=O)C1 (centres undefined)
→ 101	116	103	2	-63	4	-1	0	0.7
- O=C(OCN1C(=O)c2ccccc2C1=O)C1CCCCC1
→ 91	87	90	5	1	9	-6	0	2.3
- Cc1cccc(C(=O)Nc2cccc(-c3cnc4ccccc4n3)c2)c1
→ 101	98	92	0	9	1	6	0	-2.3
- COc1ccc(-n2ccn(CC(=O)Nc3ccc(OC)cc3OC)c(=O)c2=O)cc1
→ 105	110	112	1	5	3	5	0	0.0
- COc1ccc(NC(=O)Nc2ccc3nccnc3c2)cc1
→ 99	77	102	8	-3	16	-4	0	-3.0
- Cc1ccc(NC(=O)CN(C)C(=O)CN2C(=O)NC(C)(c3ccccc3)C2=O)cc1 (centres undefined)
→ 99	89	110	-2	21	1	3	0	3.6
- CCOC(=O)CCNC(=O)c1ccccc1Br
→ 98	79	98	3	4	2	-1	1	1.6
- COC(=O)Cc1c(C)nc2nc(-c3ccccc3)[nH]n2c1=O
→ 104	107	108	5	-11	2	-1	0	0.1
- O=S(=O)(Cc1ccccc1Cl)CC(O)COc1ccccc1Cl (centres undefined)
→ 94	80	100	3	-10	9	0	2	-1.3
- COc1cc(-c2nnco2)cc(OC)c1OC
→ 103	99	93	1	11	2	0	0	-0.1
- COc1ccccc1CC(=O)Nc1ccc(-c2noc(COc3ccc(Br)cc3)n2)cc1
→ 99	106	112	-1	14	5	10	0	-0.6
- COc1ccc(C(CNCC(=O)Nc2ccccc2F)N(C)C)cc1 (centres undefined)
→ 99	105	98	-5	1	0	-8	0	-1.9
- Cc1ccc(C(=O)C(=O)c2ccc(C)c(N)c2)cc1N
→ x	112	x	1	5	3	1	0	0.7
- Clc1nc(-c2ccccc2)cc(-c2ccc(Br)cc2)n1
→ 104	73	99	-5	0	-2	3	0	0.9
- O=C(COC(=O)CCC(=O)c1ccc(F)cc1)Nc1ccc(F)cc1F
→ 94	114	103	-11	18	-3	-4	0	-1.0
- O=C(NC(c1ccccc1)c1ccccc1)C1(c2cccs2)CCOCC1
→ 115	105	104	0	20	2	4	4	0.3
- C=CCOCCN(C)C1=NS(=O)(=O)c2ccccc21
→ 86	105	79	0	2	-4	-2	0	1.7
- O=C(COC(=O)c1ccccc1O)Nc1ccc(OC(F)F)cc1
→ 101	86	99	2	1	3	12	0	1.0
- Cc1cc(-c2onc3ccc(Cl)cc23)ccc1O
→ 90	96	93	0	0	0	3	0	0.0
- CCOC(=O)c1c(NC(=O)CSc2nc3ccccc3s2)sc(C)c1C
→ 93	105	94	11	-32	7	0	2	-1.4
- COc1ccc(C(=O)NC2CC(C)(C)NC(C)(C)C2)cc1OC
→ 103	92	105	0	5	3	-11	3	1.3
- O=C(Cn1c(=O)[nH]n(-c2ccccc2)c1=O)N1CCCc2ccccc21
→ 104	102	100	-21	13	-8	4	2	3.0
- O=C(NC(=S)Nc1ccc(NC(=O)c2cccs2)cc1)c1ccco1
→ 103	93	93	12	23	4	4	2	-3.0
- O=C(NCCc1ccc(C(F)(F)F)cc1)C1CC(=O)N(c2ccc3c(c2)OCCO3)C1 (centres undefined)
→ 100	98	94	-2	-9	1	7	0	x
- C=CCOC(=O)C1=C[C@@H](c2ccccc2)[C@H](CCCO)[C@@H](OCC)O1
→ x	x	x	8	x	1	-2	x	2.0
- Brc1c(C[n+]2ccccc2)nc2ccccn12
→ x	106	x	-6	1	-5	6	0	-0.1
- CCc1c(O)nc(SCC(=O)Nc2cc(C)on2)n(-c2ccccc2)c1=O
→ 100	122	98	12	-2	6	0	0	0.5
- Cc1ccc(S(=O)(=O)N(C)CCCC(=O)NC(C)(C)CO)cc1
→ 101	93	101	0	5	3	9	0	-1.0
- O=c1c(Cc2ccc(Cl)cc2)c(O)ccn1Cc1cccc(Cl)c1
→ 101	117	91	2	21	-1	7	0	-0.8
- CC(C)C[C@H](NC(=O)c1nc[nH]c1C(=O)NCC(=O)OC(C)(C)C)C(=O)OC(C)(C)C
→ 89	113	84	-3	6	-8	-1	1	3.7
- COc1ccccc1NC(=O)NC1CC(=O)N(c2ccc3c(c2)OCCO3)C1 (centres undefined)
→ 92	101	90	-3	36	2	8	1	0.9
- CCOC(=O)N1CCN(C(=O)CSc2nnc(-c3cccc(Cl)c3)o2)CC1
→ 105	95	104	-4	-12	3	3	2	-3.8
- COc1cc(/C=N/N=C2/NC(=O)C(CC(=O)O)S2)ccc1OCc1cccc(Cl)c1 (centres undefined)
→ 97	100	89	7	-2	6	1	6	-3.9
- CCc1ccccc1N=C1S/C(=C/c2ccccc2OCC(=O)N2CCOCC2)C(=O)N1C
→ 105	104	106	5	-19	2	2	0	0.5
- NC(=O)CC[C@@H]1NC(=O)[C@H](CO)NC(=O)c2cc([N+](=O)[O-])cc(I)c2NCCC[C@@H](C(N)=O)NC(=O)[C@H](Cc2ccc(O)cc2)NC1=O
→ 92	106	106	4	-1	5	3	1	x
- C/C=C/C(=O)N1c2ccc(C)cc2C(C)=CC1(C)C
→ 104	85	97	3	0	1	-3	0	0.6
- NC(=O)CSc1nnc(-c2cc(-c3cccs3)nc3ccccc23)o1
→ 89	111	92	9	0	5	-1	3	x
- CCN(c1ccc(OC)cc1)S(=O)(=O)c1csc(C(=O)N2CCCC2)c1
→ 99	108	95	-2	0	0	5	1	1.9
- COc1cc(C2N(c3cccc(Cl)c3)C(=O)C3CCCN32)cc(OC)c1OC (centres undefined)
→ 100	101	95	-1	7	0	-5	0	4.4
- COc1ccc(-c2cc3ccccc3n2CC(O)CNC(CO)(CO)CO)cc1 (centres undefined)
→ 102	104	x	-4	5	0	-4	0	-1.5
- Cc1cccc(C)c1NC(=O)CCCCCNS(=O)(=O)c1ccccc1
→ 104	109	96	3	12	-1	0	1	-0.9
- C=CCn1c(SCC(=O)N(C)C)nc2cc(C(=O)O)ccc2c1=O
→ 94	100	89	5	46	2	1	2	-0.3
- CCC(=O)C1CCCN(C(=O)c2ccc3nc(-c4cccc(OC)c4)oc3c2)C1 (centres undefined)
→ 98	95	91	-2	-2	0	1	0	-2.7
- CCCNC(=O)c1ccc(COc2ccc(C(C)(C)C)cc2)o1
→ 96	84	101	4	21	1	-4	0	0.2
- Cc1ccc(-n2c(SCC3CCCCO3)nnc2-c2ccco2)cc1 (centres undefined)
→ 103	88	93	2	3	-2	-4	4	0.5
- CN(C(=O)c1cc2ccccc2oc1=O)C1(C)CCS(=O)(=O)C1 (centres undefined)
→ 102	85	107	-3	30	0	7	5	-1.3
- O=C(COC(=O)c1cc(S(=O)(=O)N2CCOCC2)ccc1F)c1ccc[nH]1
→ 88	126	88	-10	13	-1	2	1	2.7

# A different layout for 4 compounds above:
mol | AGP1-GFP MLPCN | Yeast superoxide | CIT2-GFP yeast | MCL1-BIM inh | VLA-4 inh | Bcl-xL primary | GLD-1 RNA inh | GRK2 inh | MEX-5 binding
CCOC(=O)N1CCN(C(=O)CSc2nnc(-c3cccc(Cl)c3)o2)CC1 | 105 | 95 | 104 | -4 | -12 | 3 | 3 | 2 | -3.8
CCN(c1ccc(OC)cc1)S(=O)(=O)c1csc(C(=O)N2CCCC2)c1 | 99 | 108 | 95 | -2 | 0 | 0 | 5 | 1 | 1.9
C=CCOC(=O)C1=C[C@@H](c2ccccc2)[C@H](CCCO)[C@@H](OCC)O1 | x | x | x | 8 | x | 1 | -2 | x | 2.0
C=CCn1c(SCC(=O)N(C)C)nc2cc(C(=O)O)ccc2c1=O | 94 | 100 | 89 | 5 | 46 | 2 | 1 | 2 | -0.3
